Assay outcomes: PubChem, several laboratories
PKA-R1A activ – activators of PKA-R1A holoenzyme, primary screen, biochemical, fluorescence polarization, Cy5-IP20, bovine R1A, mouse PKAc | cAMP-dependent protein kinase type I-alpha regulatory subunit (Bos taurus) + … | PKA-R1A dissociation; scaled: DMSO 0%, 113 µM cGMP 100% | activation, % at 11.4 µM | 0.083% of 340,000 active;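 active = percent activation above the mean of all tested compounds plus 3 SD, cut at about 19% in these data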;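 note: higher means more PKAc released from R1A so a rise in polarization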
MOR-DOR inv ag – inverse agonists of MOR-DOR heterodimerization, primary screen, cell-based, luminescence. Mu-type opioid receptor (Homo sapiens) + Delta-type opioid receptor (Homo sapiens), …. inhibition, % at 9.3 µM. 0.21% of 340,000 active. AID 504357, 2011. cell-based MOR-DOR heterodimer luminescence, inverse agonism; in the data active = inhibition above about 22%, passing the limit was not always enough;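 note: 0% = cells with DMSO and 100% = wells without cells with DMSO; values of inactives mirror those of a sister screen read the other way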
MOR-DOR ag – agonists of OPRM1-OPRD1 heterodimerization, primary screen, cell-based, luminescence | Mu-type opioid receptor (Homo sapiens) + Delta-type opioid receptor (Homo sapiens), … | cells | activation, % at 9.3 µM | 0.3% of 340,000 active | AID 504326, 2011; in the data active = activation above about 18%;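 note: 0% = vehicle-treated cells and 100% = reference agonist; values of inactives mirror those of a sister screen read the other way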
PfHsp90 set2 – growth inhibition of PfHsp90-expressing yeast, primary screen, antimalarial PfHsp90 inhibitor project, S. cerevisiae, BacTiter-Glo luminescence, single point, set 2. BacTiter-Glo ATP, 48 h; yeast lacking PDR1 and PDR3 efflux regulators. inhibition, % at 9.4 µM. 0.32% of 310,000 active;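 active = every replicate shows inhibition above about 80%, whatever the replicate mean, limit read from the data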;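 note: 0% = DMSO neutral controls and 100% = 20 µM radicicol positive controls; yeast relying on Plasmodium falciparum Hsp90 in place of its own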
PKA-R2B activ – activators of PKA-R2B holoenzyme, primary screen, biochemical, fluorescence polarization, Cy5-IP20, human; AID 504700, 2011; activation, % at 11.4 µM; cAMP-dependent protein kinase catalytic subunit beta (Homo sapiens) + cAMP-dependent …; PKA-R2B holoenzyme dissociation; R2B truncated from residue 108, S112A mutant; 0% DMSO only, 100% 113 µM cGMP; 0.079% of 340,000 active;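 active = activation above a cutoff set at the mean over all compounds plus 3 SD, cut at about 18% in these data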;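 note: higher means more holoenzyme dissociation and a rise in polarization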
Target sequence (P31323 whole entry, looked up, other chains not shown, the tested form may be a part): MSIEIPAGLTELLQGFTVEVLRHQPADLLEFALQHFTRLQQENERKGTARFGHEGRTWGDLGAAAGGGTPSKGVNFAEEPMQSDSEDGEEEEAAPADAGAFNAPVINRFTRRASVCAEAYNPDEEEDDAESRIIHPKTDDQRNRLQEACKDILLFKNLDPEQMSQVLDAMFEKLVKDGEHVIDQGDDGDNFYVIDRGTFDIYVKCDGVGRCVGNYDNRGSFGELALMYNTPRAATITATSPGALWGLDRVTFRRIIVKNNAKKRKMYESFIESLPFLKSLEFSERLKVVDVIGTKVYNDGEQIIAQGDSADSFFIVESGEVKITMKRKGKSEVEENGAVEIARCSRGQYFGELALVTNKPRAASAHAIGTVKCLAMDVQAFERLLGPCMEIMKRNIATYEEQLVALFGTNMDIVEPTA
phage Ecoli inh – growth loss of phage-infected E. coli, primary screen, RecBCD inhibitor project, absorbance, with phage, HTS. inhibition, % at 11.9 µM. 0.26% of 360,000 active; in the data active = inhibition above about 11%
E coli growth – E. coli V3065 growth inhibition, primary screen, counter-screen for AddAB inhibitor project, absorbance, OD600 | 18 h | inhibition, % at 11.9 µM | 0.27% of 330,000 active | AID 449728, 2010;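 active = inhibition above the campaign's mean inhibition across all tested compounds plus 3 SD, cut at about 9.9% in these data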;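 note: uninfected addAB+ strain grown without phage in ampicillin broth; 0% = DMSO wells and 100% = ciprofloxacin 0.95 µg/ml wells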
Tat transport – E. coli Tat export inhibitors, primary screen, MC4100, TorA-mCherry reporter, fluorescence, single point; inhibition, % at 10 µM; 0.036% of 340,000 active; AID 488895, 2010;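 active = mean replicate inhibition at least 50% and at least half of replicates individually reaching 50%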;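 note: exported cargo escapes ClpAP degradation while cytoplasmic cargo is degraded and loses fluorescence; 0% = median of neutral control wells and 100% = median of NaSCN control wells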
SUMO Mot1 rescue – yeast Mot1-301 growth rescue at high temperature, primary screen, SUMOylation pathway inhibitor project, S. cerevisiae, ATP luminescence, 38.5C. S. cerevisiae Mot1-301 growth rescue; percent above DMSO median, 100 means doubled. growth rescue, % at 18.8 µM. 1% of 320,000 active. AID 2716, 2010;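 active = every valid replicate shows activation above 250% relative to neutral control wells; inactive = the rest, any valid replicate at or below 250%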;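 note: OY570 slx delta 5 strain wells were the positive control but not used for scaling; some compounds called inactive have numbers as strong as hits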
AddAB inh – growth inhibition of E. coli expressing H. pylori AddAB, primary screen, AddAB inhibitor project, absorbance | 0.29% of 330,000 active | inhibition, % at 11.9 µM; in the data active = inhibition above about 12%;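 note: 0% = vehicle wells of infected cells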
HTR5A inv ag – HTR5A inverse agonists in luminescence cell assay, primary screen, counter-screen for OPRM1-OPRD1 heterodimer inverse agonist project, full-deck HTS. inhibition, % at 9.3 µM. 5-hydroxytryptamine receptor 5A (Homo sapiens), P47898. 0.083% of 340,000 active. AID 504634, 2011. HTR5A cell line, inverse agonism; in the data active = inhibition mostly above about 23%, no sharp cut-off; inactive = mostly below about 18%;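 note: 0% = cells with DMSO and 100% = no-cell wells with DMSO; some compounds called inactive have numbers as strong as hits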
Target sequence (P47898 whole entry, looked up): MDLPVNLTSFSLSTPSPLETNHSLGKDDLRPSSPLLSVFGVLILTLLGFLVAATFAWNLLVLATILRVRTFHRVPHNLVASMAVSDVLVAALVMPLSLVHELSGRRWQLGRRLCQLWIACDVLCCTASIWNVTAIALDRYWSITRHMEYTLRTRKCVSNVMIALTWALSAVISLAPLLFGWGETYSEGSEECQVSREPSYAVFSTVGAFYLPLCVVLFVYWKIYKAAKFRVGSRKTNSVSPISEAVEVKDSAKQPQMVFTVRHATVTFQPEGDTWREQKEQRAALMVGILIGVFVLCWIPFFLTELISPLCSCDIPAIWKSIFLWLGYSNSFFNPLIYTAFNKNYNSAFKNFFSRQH
* marks the source's active call; other numbers are inactive results; · = no result given.

SMILES | PKA-R1A activ | MOR-DOR inv ag | MOR-DOR ag | PfHsp90 set2 | PKA-R2B activ | phage Ecoli inh | E coli growth | Tat transport | SUMO Mot1 rescue | AddAB inh | HTR5A inv ag
O=C(NCc1ccco1)/C(=C/c1cccc(C(F)(F)F)c1)c1nc2ccccc2[nH]1 | 14 | -14 | 2.5 | 1 | -16 | 3.0 | -2.3 | -2 | -11 | 0.3 | 10
Cc1ccc(C(=O)OCC(=O)c2ccccc2)cc1 | 1 | 17 | -3.3 | -2 | 0 | 2.8 | -2.5 | -2 | -21 | 2.7 | 20
N#Cc1cccc(N=Cc2c(O)ccc3ccccc23)c1 | -2 | -11 | 2.1 | 1 | 4 | 0.6 | -0.8 | 0 | 216 | 2.5 | -3
O=C1CC(c2ccccc2)CC(O)=C1C=Nc1ccccc1O (centres undefined) | 1 | -3 | 0.4 | -93 | 3 | 3.0 | -0.6 | -2 | 6 | -1.7 | -47
CCn1c(SCC(=O)c2ccc(C)cc2)nnc1-c1ccoc1C | -5 | 19 | -3.2 | 28 | -6 | 3.0 | -0.8 | -1 | 4 | 0.8 | -30
O=C(CSc1nc2[nH]ncc2c(=O)[nH]1)NCCc1ccccc1 | -8 | 20 | -4.0 | -25 | -4 | 3.3 | 1.1 | 6 | -11 | 1.8 | 4
CC1CCCCN1Cc1c(O)ccc2c(=O)c(-c3ccc(Cl)cc3)coc12 (centres undefined) | 2 | 8 | -1.6 | -6 | -1 | 1.8 | 0.3 | 1 | -16 | -2.7 | 3
COc1ccc(-c2oc3ncnc(NCCCO)c3c2-c2ccc(OC)cc2)cc1 | -13 | 10 | -2.0 | 6 | -7 | -1.6 | -2.1 | 8 | -7 | -1.9 | 16
CC(C)=NNC1=NC(C)(C)Cc2ccccc21 | -8 | -4 | 0.7 | 11 | 2 | 2.4 | -2.2 | -3 | -8 | -2.6 | 7
CCCn1c(CCC(=O)O)ccc1-c1ccc(OC)cc1 | 5 | 2 | -0.4 | -2 | 4 | 1.2 | 0.6 | -4 | -4 | -0.9 | 17
O=C(N/N=C/c1ccc(O)c(O)c1)C1c2ccccc2Oc2ccccc21 | -19 | 10 | -2.4 | 15 | -5 | 2.1 | 3.1 | -6 | -15 | 5.8 | 15
CC(C)C(C(=O)Nc1ccc(S(N)(=O)=O)cc1)N1C(=O)c2ccccc2C1=O (centres undefined) | 6 | 8 | -1.5 | 12 | -9 | 2.9 | -0.2 | -5 | 299 | -0.3 | 11
COc1ccc(N2CCN(S(=O)(=O)CCNC(=O)c3ccc4c(c3)OCO4)CC2)cc1 | 1 | 14 | -2.2 | · | -3 | 1.8 | 1.0 | -6 | 9 | -1.4 | 9
CC(Oc1ccc(Br)cc1)C(=O)NC1CCCCCC1 (centres undefined) | 1 | -7 | 1.6 | -7 | -5 | 1.8 | 3.7 | 0 | 5 | 1.3 | 15
Cc1cccc(C(=O)NC(=S)NNC(=O)Cc2ccccc2)c1 | -9 | 10 | -2.0 | 109* | -4 | 0.0 | -8.1 | -12 | -20 | 2.7 | 14
CCOC(=O)C1=C(C)Nc2ccccc2S1 | 7 | 11 | -2.2 | -8 | -3 | -0.1 | -0.2 | 4 | -17 | 1.3 | 10
Cc1ccc(C(=O)Nc2nnc(COc3ccccc3)s2)cc1 | -5 | -7 | 1.4 | -8 | -7 | 5.0 | 2.9 | -7 | 23 | 2.4 | -5
CN(CC(=O)NCCc1ccc(F)cc1)Cc1cccs1 | -7 | 11 | -2.5 | -16 | 5 | 2.0 | -0.1 | 9 | -4 | 1.5 | 7
FC(F)(F)c1ccc(/C=N/N2CCN(Cc3ccccc3)CC2)cc1 | 1 | -16 | 2.6 | 13 | -3 | 2.5 | -1.4 | -1 | 130 | 3.1 | -3
O=S(=O)(c1ccccc1)c1nc(NC2CC2)sc1Cl | 0 | -4 | 0.8 | 1 | 0 | 3.5 | 0.2 | 6 | 27 | 0.1 | -6
O=C1CC(NCC2CCCO2)C(=O)N1c1ccc(F)cc1 (centres undefined) | -3 | -10 | 1.3 | 10 | 10 | -0.3 | 1.8 | -8 | 9 | 3.4 | 3
CC(=O)c1ccc(OCC(O)CN2CCN(S(=O)(=O)c3c(C)c(C)cc(C)c3C)CC2)cc1 (centres undefined) | -2 | -14 | 2.6 | -6 | 4 | 0.0 | 0.8 | -3 | 18 | 1.7 | -18
Cn1c(=O)c2c(SCC(=O)N3CCOCC3)nc(-c3ccccc3F)nc2n(C)c1=O | -9 | 12 | -2.3 | 33 | -4 | -3.8 | -1.4 | -3 | 11 | -0.4 | 16
CCOC(=O)/C=C1\Nc2ccccc2OC1=O | -5 | 3 | -0.7 | 15 | 2 | 0.3 | -4.6 | -5 | 15 | -0.5 | 5
CC(C)CN(C(=O)Cn1c(=O)cnc2ccccc21)C1CCS(=O)(=O)C1 (centres undefined) | 3 | 8 | -1.2 | -5 | -8 | -0.4 | 0.2 | -4 | 14 | 1.4 | -10
CCN(CC)c1ccc(C2C(C(=O)OC)=C(C)NC(C)=C2C(=O)OC)cc1 | -6 | 3 | -0.7 | · | 0 | 0.8 | 0.0 | 1 | 0 | 2.9 | 1
CC1CCC(NC(=O)CSc2nncn2C)CC1 (centres undefined) | -7 | 10 | -2.0 | · | -5 | 1.6 | -2.1 | 4 | 13 | -1.8 | 2
O=C(C[C@@H]1C/C=C\C[C@H](Cc2ccc(F)cc2)C(=O)OCCNC1=O)N[C@H](CO)Cc1ccccc1 | -11 | 8 | -1.7 | -28 | -6 | -0.2 | -0.2 | -6 | -7 | 1.2 | 10
CCOC(=O)c1cc2c(=O)n3ccccc3nc2n(Cc2ccco2)c1=NC(=O)c1ccc(OC)cc1OC | 3 | -9 | 1.9 | 14 | -5 | 0.4 | -2.4 | -1 | 219 | 0.6 | 1
CC1C2NC(=O)N(Cc3ccccc3)C1(C)Oc1ccccc12 (centres undefined) | -4 | 4 | -0.8 | -1 | -3 | 2.7 | 4.5 | 1 | -5 | 2.6 | 1
CC(=O)Nc1ccc(NC(=O)COc2ccc(-c3ccccc3)cc2)cc1 | -14 | -3 | 0.7 | -19 | 1 | 1.0 | · | 2 | 24 | · | 4
CNC[C@H]1Oc2c(NC(=O)C3CCCCC3)cccc2C(=O)N([C@H](C)CO)C[C@@H]1C | 7 | -3 | 0.6 | -22 | 4 | 2.1 | -1.1 | 0 | -13 | 2.4 | 5
CC(OC(=O)c1snc(C(=O)NC2CCCCC2)c1N)C(=O)NC(C)(C)C (centres undefined) | -3 | -15 | 2.7 | 32 | -3 | 0.6 | 2.8 | -3 | 16 | 0.4 | -5
O=C(NC1CCCC1)C1CCCN(S(=O)(=O)c2ccc(F)cc2)C1 (centres undefined) | 3 | 4 | -0.5 | 6 | -3 | -0.9 | 0.8 | -15 | 181 | 2.4 | -31
COc1ccc(/C=N/n2c(=O)[nH]c3c([nH]c4ccc(Cl)cc43)c2=O)cc1CN1CCCCC1 | 11 | -1 | 0.1 | 18 | -5 | 3.2 | -0.1 | -2 | 23 | 0.0 | 5
CSc1ccc(Cl)c(C(=O)Nc2nccs2)c1 | -3 | 16 | -3.3 | -11 | -7 | 0.8 | 2.0 | -1 | 4 | 1.3 | 8
CCOC(=O)c1cccc(NC(=O)CNS(=O)(=O)c2cccs2)c1 | 5 | 13 | -2.4 | -19 | 10 | 0.1 | 0.3 | 2 | 396 | 0.7 | -19
CN(C(=O)CSc1nnc(-c2ccc(Cl)cc2)n1CC1CCCO1)C1CCS(=O)(=O)C1 (centres undefined) | -9 | 14 | -2.9 | -35 | 0 | -0.1 | -0.8 | -5 | -6 | 0.2 | -1
COc1cc(OC)c(CNC2CCCCCC2)cc1Br | 0 | 12 | -2.4 | 9 | -2 | 2.7 | 0.0 | 3 | -21 | -0.1 | -1
Cc1ccc2c(c1)N(CC(=O)NC1CCCC1)C(=O)C(C)O2 (centres undefined) | 15 | 12 | -1.8 | 9 | 7 | -0.7 | -1.1 | 14 | -7 | -3.4 | -22
CC1(C)C(=O)Nc2ccccc2N1C(=O)CN1C(=O)NC(CCc2ccccc2)C1=O (centres undefined) | 2 | 15 | -3.0 | -21 | 8 | 2.2 | 1.2 | 0 | 345* | -0.2 | 17
CC1CCCN(CCC(=O)Nc2ccc(Br)cc2)C1 (centres undefined) | 1 | 7 | -1.2 | 15 | -2 | -0.8 | 3.9 | -2 | 12 | 7.6 | -4
CCC(C)NC(=O)CSc1nnc(-c2ccc(C(C)(C)C)cc2)n1C (centres undefined) | 3 | 11 | -2.0 | -11 | 2 | -0.9 | 2.1 | 0 | -3 | 2.1 | -31
Cn1c(=O)oc2cc(S(=O)(=O)NCCC(=O)N3CCc4ccccc43)ccc21 | 6 | 4 | -0.8 | -2 | -10 | 1.5 | -1.6 | 3 | -8 | 1.6 | -7
Cc1noc(C)c1COC(=O)c1cnc(Cl)c(Cl)c1 | -8 | -7 | 1.5 | -47 | 9 | 0.2 | 0.8 | 0 | 139 | 2.5 | 0
O=C(Nc1ccc(C(F)(F)F)cc1)c1cnc(N2CCN(c3ccccn3)CC2)c2ccccc12 | · | · | · | -29 | · | 2.5 | 4.1 | -1 | 7 | 3.5 | ·
S=C(Nc1ccc(Br)cc1)NC1CCN(Cc2ccccc2)CC1 | -13 | -44 | 6.4 | 13 | -15 | 5.6 | -1.3 | -5 | 57 | 2.6 | -8
Cc1cc(NC(=O)CN2CCC(O)(c3cccc(F)c3)CC2)no1 | -10 | 11 | -1.8 | 14 | -11 | 2.1 | 0.8 | 6 | 2 | -1.2 | 6
Cc1ccc(NC(=O)CN(C)C(=O)c2cc3c(s2)CCCCC3)cc1 | 3 | 0 | -0.1 | -16 | -11 | 2.5 | 0.9 | -4 | -11 | 0.3 | 2
COc1ccc(-n2nc3ccccc3n2)cc1 | -4 | 12 | -2.2 | -2 | 7 | 2.3 | -1.8 | 4 | 286 | 3.9 | -16
COC(=O)c1ccccc1N=Nc1c(C)noc1C | 2 | -2 | 0.3 | 21 | 1 | 3.6 | 0.4 | 6 | 6 | -0.7 | 12
